# Screening results as filed in PubChem.
# NCI-60 one-dose screen, 48 h, at 10 µM unless noted. Numbers give growth in % (100 = growth as untreated, 0 = no growth, -100 = all killed).
# RPMI-8226: RPMI-8226 leukemia cells | 77,000 compounds, 7.5% hits
# MDA-MB-231: MDA-MB-231 breast cancer | 81,000 compounds, 5% hits | AID 1794789
# MDA-MB-468: MDA-MB-468 breast cancer. 78,000 compounds, 8.5% hits
# MCF7: MCF7 breast cancer; 82,000 compounds, 6.3% hits
# MOLT-4: MOLT-4 leukemia cells; 80,000 compounds, 6.9% hits; AID 1794779
# K-562: K-562 leukemia; AID 1794777; 78,000 compounds, 7.4% hits
# CCRF-CEM: CCRF-CEM leukemia | 77,000 compounds, 7% hits
# SR: SR leukemia cells; AID 1794780; 73,000 compounds, 8.7% hits
# Starred values were filed as active, the others as inactive; . = not tested or not shown; & = joins results of further samples; [ ] = another dose, or the depositor's remark. The calls were made as follows: active = growth percent below 10; inactive = the rest. Random draw from the library; about 14% have a hit in one of these screens.
molecule	RPMI-8226	MDA-MB-231	MDA-MB-468	MCF7	MOLT-4	K-562	CCRF-CEM	SR
CCOC(=O)C1CCC(=O)C1 (configuration not stated)	99	105	101	101	101	102	94	93
O=[N+]([O-])c1cc2c(c([N+](=O)[O-])c1)Nc1ccccc1O2	24	68	18	72	51	43	45	63
CCOC(=O)c1[nH]c2ccccc2c1Cl	91	101	106	82	87	84	99	82
O=C(N/N=C/c1ccc(Cl)cc1Cl)c1ccccc1SSc1ccccc1C(=O)N/N=C/c1ccc(Cl)cc1Cl	102	96	104	88	109	110	.	107
NC(N)=N/N=C/c1ccccc1C(=O)O	86	114	112	115	97	98	79	109
NNC(=O)CNC(=O)c1ccccc1I	102	96	98	98	106	99	93	97
Cc1ccc(S(=O)(=O)NCCNc2nc(Nc3ccc(N4CCN(C)CC4)cc3)nc3ccsc23)cc1	84	109	94	87	79	0.2*	74	18
Cc1ccccc1-c1nc(SCC(=O)N2CCN(c3ccccc3)CC2)n[nH]1	.	122	106	98	81	98	97	89
C=C(C)C(=O)OCC(O)C[N+](C)(C)C (configuration not stated)	102	123	87	97	90	93	94	88
O=C(O)C1C(c2ccccc2)=C1c1ccccc1	101	96	103	91	105	100	98	96
CCCCNC(=O)Oc1ccc(/C(=C(/C)Cc2ccc(OC)cc2)c2ccc(OCCN3CCCCCC3)cc2)cc1	34	82	69	27	45	10	48	-44*
COC(=O)Cc1cc(O)cc2oc(-c3ccc(O)c(OC)c3)cc(=O)c12	84	97	104	101	68	.	87	84
CCS(=O)(=O)c1ccc(OC)c(N)c1	96	101	108	100	95	103	100	91
CC(=O)Nc1ccc(S(=O)(=O)Nc2onc(C)c2C)cc1	100	110	111	109	104	94	93	95
COC(=O)C1=C(C)NC(C)=C(C(=O)OC)C1c1cccc(C#N)c1	118	100	100	93	145	108	97	96
N#CN1CC[C@H](C(=O)Nc2ncc(-c3ccccc3)s2)C1	3.8*	3.8*	-50*	3.5*	-20*	2.3*	9.3*	0.9*
O=C(O)c1cn(C2CC2)c2cc(N3CCN(C(=O)CN4C(=O)S/C(=C/c5ccc(Cl)cc5)C4=O)CC3)c(F)cc2c1=O	120	110	117	97	107	98	109	100
OC1OC(COC(c2ccccc2)(c2ccccc2)c2ccccc2)C(O)C(O)C1O (configuration not stated)	96	92	90	93	88	95	.	.
CC[C@]12C=CCN3CC[C@@]4(c5cc(NC(=O)CCC(=O)OCc6cn(Cc7ccc(F)cc7)nn6)c(OC)cc5N(C)[C@H]4[C@@](O)(C(=O)OC)[C@@H]1OC(C)=O)[C@@H]32	104	99	104	96	104	100	102	94
C#CCOc1ccccc1/C=N/Nc1nc(-c2ccc(F)cc2)cs1	84	87	103	70	87	81	87	107

# Three of the compounds above, with values under each structure.
# Below each compound: RPMI-8226 | MDA-MB-231 | MDA-MB-468 | MCF7 | MOLT-4 | K-562 | CCRF-CEM | SR
CCS(=O)(=O)c1ccc(OC)c(N)c1
    96 | 101 | 108 | 100 | 95 | 103 | 100 | 91
NC(N)=N/N=C/c1ccccc1C(=O)O
    86 | 114 | 112 | 115 | 97 | 98 | 79 | 109
O=C(O)C1C(c2ccccc2)=C1c1ccccc1
    101 | 96 | 103 | 91 | 105 | 100 | 98 | 96

# A second format for 3 compounds above:
# Under each structure – RPMI-8226, MDA-MB-231, MDA-MB-468, MCF7, MOLT-4, K-562, CCRF-CEM, SR
- C=C(C)C(=O)OCC(O)C[N+](C)(C)C (configuration not stated)
 : 102, 123, 87, 97, 90, 93, 94, 88
- O=C(O)C1C(c2ccccc2)=C1c1ccccc1
 : 101, 96, 103, 91, 105, 100, 98, 96
- CCCCNC(=O)Oc1ccc(/C(=C(/C)Cc2ccc(OC)cc2)c2ccc(OCCN3CCCCCC3)cc2)cc1
 : 34, 82, 69, 27, 45, 10, 48, -44*

# Remaining list, next part:
molecule	RPMI-8226	MDA-MB-231	MDA-MB-468	MCF7	MOLT-4	K-562	CCRF-CEM	SR
CN(C)CCS(=O)(=O)Nc1cc(-c2ccc3ncc(C#N)c(Nc4ccc(F)c(Cl)c4)c3c2)cnc1Cl	.	-39*	-78*	0.3*	-26*	6.6*	1.1*	-12*
Cc1cc(=O)[nH]c(N/N=C/c2ccccc2O)n1	69	77	58	5.0*	67	60	35	27
CC(C)(C)OC(=O)n1cc(-c2nc(-c3c[nH]c4ncccc34)cs2)c2ccccc21	87	79	117	85	87	107	79	106
CCOC(=O)C1=C(C)N2C(=NC3=C(CCCC/C3=C\c3ccc(OC)cc3)C2c2ccc(OC)cc2)S1 (configuration not stated)	101	100	92	90	91	91	103	88
O=C(O)CCCCCN1C(=O)NC2(C1=O)c1ccccc1-c1ccccc12	98	105	89	93	97	98	104	101
CCOC(=O)c1ccc(C(=N)N)cc1	90	120	106	95	109	101	103	103
Nc1ccc(Sc2ccc([N+](=O)[O-])cc2)cc1	73	113	85	94	71	99	34	99
CCOC(=O)C1N(Cc2ccccc2)C(=O)c2c(Cl)cc(Cl)cc2N2CCC(=O)C12C(=O)OCC (configuration not stated)	99	114	.	95	90	104	.	78
CCc1ccc(NC(=O)N[C@@H](Cc2cccc(F)c2)C(=O)N[C@@H]2C(=O)N3CCC[C@H]3C(=O)N3CCCC[C@H]3C(=O)N[C@@H](C)C(=O)N3C[C@H](C)C[C@H]3C(=O)O[C@H]2C)c(F)c1	12	27	-18*	15	32	17	34	21
COc1c(NC[C@H]2OC(O)[C@H](O)[C@@H](O)[C@@H]2O)c(=O)c1=O (some centres not stated)	101	106	94	103	102	96	81	119
O=C1c2ccccc2CCC1[n+]1ccc2ccccc2c1 (configuration not stated)	110	93	110	94	85	86	102	111
COc1cccc(CC(=O)O)c1OC	107	126	111	97	104	106	93	101
CS(=O)(=O)NCCSc1nc(-c2ccccc2)c(C#N)c(=O)[nH]1	109	101	114	99	105	97	102	102
CN(Cc1ccccc1)c1nc(Cl)c(C2CC(c3ccc(Cl)cc3)=NN2C=O)s1 (configuration not stated)	86	99	83	89	94	72	97	97
N#CC(=C=N)C(=C(C#N)C#N)c1ccncc1	116	98	100	93	115	103	108	101
c1cc2[nH]ncc2cc1-c1nc2ccc3[nH]ncc3c2c2c1CCCC2	20	31	-3.3*	22	-6.8*	15	9.1*	-14*
Cc1ccc(C(=O)O)c(=O)[nH]1	95	105	117	103	97	100	92	99
COc1ccccc1-c1cc(-c2cc3ccccc3oc2=O)nc(N)n1	87	80	79	48	85	62	99	55
Cc1sc2c(c1C)c(=O)nc1c(-c3nc(-c4ccc(F)cc4)no3)n[nH]n12	108	96	110	90	104	103	104	98
CNC(=O)c1cc(N2CCc3cc(NC(=O)c4cccc(C(F)(F)F)c4)ccc32)ccn1	86	101	105	93	87	79	86	55
Cc1ccc(COc2ccc(NC(=O)Nc3ccccc3)cc2)cc1	102	100	104	89	101	96	96	92
O=C(NCCCOC(=O)c1ccccc1)c1ccccc1	103	101	97	98	127	125	100	106
CC1CCCCN1C(=S)Nc1ccc(S(=O)(=O)N2CCCCC2)cc1 (configuration not stated)	75	119	.	102	104	85	76	81
Cc1onc(-c2c(Cl)cccc2Cl)c1C(=O)N[C@@H]1C(=O)N2[C@@H]1SC(C)(C)[C@@H]2C(=O)O	96	98	102	100	114	118	99	110
NS(=O)(=O)c1ccc(CCN2C(=O)/C(=C\c3ccc(Cl)cc3)C=C2c2ccc(Oc3ccccc3)cc2)cc1	60	73	77	39	48	48	81	46
O=NN(CC(=O)O)Cc1ccc(Cl)cc1	98	101	106	92	106	98	104	90
COc1cc(/C=C/C(=O)c2ccc(Cl)cc2)ccc1Oc1nc2c(c(=O)n(C)c(=O)n2C)n1C	39	100	88	53	79	27	40	14
Cn1c(SCC(=O)Nc2ccc(-c3nc4ccccc4[nH]3)cc2)nc2ccccc2c1=O	76	86	83	78	86	91	87	84
O=C(CCl)Nc1ccc(NC(=O)c2ccccc2-c2ccccc2C(=O)O)cc1	98	101	107	96	86	98	92	81
CCC(C)NC(=S)Nc1ccccc1 (configuration not stated)	86	121	90	91	97	86	97	123
COc1cc(C2C(C#N)=C(N)N(c3ccc(OC(F)(F)F)cc3)C3=C2C(=O)CC(C)(C)C3)cc(OC)c1O (configuration not stated)	.	98	107	97	97	91	96	.
c1ccc(C(=C(c2ccc(OCCN3CCCC3)cc2)c2ccc(OCCN3CCCC3)cc2)C2CCCC2)cc1	88	97	83	50	.	.	79	.
CC(Br)C(OC(=O)C(Cl)(Cl)Cl)c1cc2c(cc1Br)OCO2 (configuration not stated)	101	104	102	92	91	100	102	94
CCOc1ccc(-c2nnc(C3CC(NC(=O)c4cccc5nccnc45)C3)n2-c2ccccc2F)nc1 (configuration not stated)	91	96	82	86	104	92	104	97
CN1CCN(c2cc(Nc3cc(C4CC4)[nH]n3)nc(Nc3ccc(CC(=O)NCc4cccc(F)c4)cc3)n2)CC1	54	14	99	20	16	21	37	30
CCCC[N+](C)(N)CCCC	94	108	106	98	95	103	.	92
O=C(/C=C/c1ccccc1)c1ccc(B(O)O)cc1	101	100	102	79	90	87	92	85
c1ccc(Nc2nc(-c3ccccn3)cs2)nc1	15	39	-15*	15	14	17	.	.
CC(=O)CS(C)(=O)=O	105	108	109	105	106	102	103	95
NC(=O)C1(Nc2ccc(Br)cc2)CCCC1	.	101	101	92	99	116	100	84
Cc1ccc(Oc2nc3ccccc3cc2-c2nnc(COc3ccccc3)o2)cc1	94	72	110	86	81	92	92	86
O=C(CN1CCn2c(nnc2C(F)(F)F)C1)Nc1nc2ccc(F)cc2s1	93	99	101	88	97	98	94	95
N#Cc1c(-c2ccccc2)cc(-c2ccccc2)n(Cc2ccc(C(=O)NO)cc2)c1=O	84	86	83	60	82	84	87	50
O=C(CC1(O)C(=O)Nc2ccccc21)c1ccc(NS(=O)(=O)c2ccccc2)cc1 (configuration not stated)	104	108	95	92	97	90	104	94
COC(=O)CCOc1ccccc1	93	110	80	89	99	72	95	99
CC1CC(=O)C(C(C2=C(O)CC(C)CC2=O)c2ccccc2)=C(O)C1 (configuration not stated)	101	105	97	98	87	98	102	90
O=C1NC(=O)N2CCCC12 (configuration not stated)	100	102	104	102	106	104	95	106
O=C(COc1ccc(NC(=O)Nc2ccc(Cl)c(Cl)c2)cc1)N=Nc1c(O)[nH]c2ccc(Cl)cc12	6.9*	-67*	-51*	3.5*	-1.4*	4.7*	8.9*	3.9*
CSc1nc2ccc(C)cc2cc1/C=C1/C=C(c2ccccc2)NC1=O	57	39	49	48	44	41	48	10
CCN1CCN(CC(=O)Nc2nc3ccc(NCc4ccc(Br)cc4)cc3s2)CC1	42	46	61	10	32	-50*	34	1.0*
O=C(Nc1nccs1)c1noc2ccccc12	90	91	87	64	97	88	86	87
O=C(O)c1ccc(-n2cc(/C=N/Nc3ccccc3)c(-c3cc4ccccc4oc3=O)n2)cc1	94	89	99	101	82	93	100	72
Nc1ncnc2c1N=C(c1ccc(F)cc1)CC(c1sc(Cl)nc1Cl)N2 (configuration not stated)	77	88	91	87	.	.	29	.
CCOC(=O)c1ccc(Nc2ccnc(SCC(=O)c3ccc(C(F)(F)F)cc3)n2)cc1	84	91	90	102	101	98	91	102
COC(=O)C1Cc2c([nH]c3ccccc23)C2CCC(=O)N12 (configuration not stated)	91&101	109&108	110&95	91&95	94&103	92&102	89&102	81&101
CCN1C2CCC1/C(=C\c1ccc(OC)cc1)C(=O)/C2=C/c1ccc(OC)cc1	36	83	14	54	49	31	58	33
Ic1ccc(OCCCCn2ccnc2)cc1	74	69	.	90	82	38	55	45
CCOC(=O)c1c(N)sc(-c2nc3ccccc3s2)c1C	91	82	105	79	89	96	94	96
COc1cccc(/C=N/NC(=O)c2ccc3nc(-c4ccc(Cl)cc4)[nH]c3c2)c1O	-50*	-73*	-96*	-78*	-50*	-37*	-41*	-37*
O=C(CCl)Oc1ccc(OC(=O)CCl)cc1	26	81	78	78	84	94	13	69

# Single entries from the list:
# MDA-MB-231 with NC(N)=N/N=C/c1ccccc1C(=O)O = 114
# RPMI-8226 with CCOC(=O)C1N(Cc2ccccc2)C(=O)c2c(Cl)cc(Cl)cc2N2CCC(=O)C12C(=O)OCC (configuration not stated) = 99

# A second format for 2 compounds above:
O=C(COc1ccc(NC(=O)Nc2ccc(Cl)c(Cl)c2)cc1)N=Nc1c(O)[nH]c2ccc(Cl)cc12
  RPMI-8226: 6.9*; MDA-MB-231: -67*; MDA-MB-468: -51*; MCF7: 3.5*; MOLT-4: -1.4*; K-562: 4.7*; CCRF-CEM: 8.9*; SR: 3.9*
CC1CC(=O)C(C(C2=C(O)CC(C)CC2=O)c2ccccc2)=C(O)C1 (configuration not stated)
  RPMI-8226: 101; MDA-MB-231: 105; MDA-MB-468: 97; MCF7: 98; MOLT-4: 87; K-562: 98; CCRF-CEM: 102; SR: 90

# The list goes on:
molecule	RPMI-8226	MDA-MB-231	MDA-MB-468	MCF7	MOLT-4	K-562	CCRF-CEM	SR
NC1=C(Br)C(=O)c2ncccc2C1=O	0.6*	19	-15*	-57*	-5.6*	-44*	11	-28*
CC(C)(C)n1cc(-c2ccnc(NCCNS(=O)(=O)c3ccc(F)cc3)c2)c(-c2cccc(O)c2)n1	.	41	8.7*	29	35	15	46	25
CC(C)CCC(CCC(C)C)NCC(C)O (configuration not stated)	96	101	88	93	99	112	113	105
O=C1OC(=O)C2C3CCCCC3=C3CCCCC3C12 (configuration not stated)	106	.	105	101	101	95	60	.
O=C1/C(=C/c2cccc3cnccc23)Cc2cc(F)ccc21	86	93	65	59	82	96	110	85
CCOC(=O)C1=C(C)NC(=O)NC1CCc1ccccc1 (configuration not stated)	.	96	102	97	98	101	.	98
COC(=O)N1CCc2cc(OC)c(OC)cc2C1CC1(O)CCCCC1 (configuration not stated)	52[100 µM]	77[100 µM]	78[100 µM]	89[100 µM]	77[100 µM]	80[100 µM]	.	55[100 µM]
